# Cneo AK release = causes C. neoformans cell lysis; 0.2% of 360,000 active; lysis activity, % at 15 µM; adenylate kinase release luminescence, 4 h; normalised: neutral wells 0, clomiphene wells 100;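 active = mean lysis activity across replicates of at least 80%, whatever share of replicates individually reach that level; inactive = mean lysis activity below 80%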
#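 Test system: log-phase Cryptococcus neoformans yeast cells. Input: 5 × 10^6 yeast cells/mL. Medium: fresh YPD growth medium. Doses: single dose. Incubation: static 4 h at 37 °C with compound, 1 h detection. Measured by: luminescent adenylate kinase detection reagent. Read-out: signal increase indicating cell lysis. Benchmarks: Clomiphene.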
# Casp6 inh = blocks human caspase-6 cleavage activity; AID 686996; purified caspase-6, Z-VEID-R110 cleavage fluorescence; inhibition, % at 12.5 µM; 0.53% of 350,000 active;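 active = mean inhibition across replicates at least about 35%, with every replicate also reaching that limit, limit read from the data; inconclusive = only one of the two criteria met; inactive = neither criterion met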;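 also: 0% = median of neutral control wells and 100% = no fluorescence left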
# Target sequence (P55212 24-179 limits assumed): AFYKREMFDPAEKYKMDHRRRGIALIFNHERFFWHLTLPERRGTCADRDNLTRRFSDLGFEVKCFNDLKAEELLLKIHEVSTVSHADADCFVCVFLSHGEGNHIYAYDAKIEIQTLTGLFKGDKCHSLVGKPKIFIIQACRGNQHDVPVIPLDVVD
# Target sequence (P55212 194-293 limits assumed): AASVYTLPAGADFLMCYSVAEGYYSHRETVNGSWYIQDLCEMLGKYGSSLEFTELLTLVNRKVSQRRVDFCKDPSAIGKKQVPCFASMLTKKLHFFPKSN
# EWS-Fli inh = inhibitors of EWS/Fli oncoprotein transcriptional activity. A673 NR0B1-luciferase reporter, viability-normalised. inhibition, % at 12.6 µM. 0.67% of 350,000 active. AID 651661;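 active = mean inhibition of at least 50% after viability correction, with every replicate also passing that limit; inconclusive = mean reaches 50% but only one of two replicates passes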;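 also: firefly luciferase signal divided by Alamar Blue viability fluorescence both relative to DMSO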
# PGC1a acetyl inh = PGC1a acetylation modulation, inhibitor mode; inhibition, % at 15.6 µM; 0.17% of 350,000 active; AID 651687; U2OS PGC1a acetylation, AlphaScreen anti-acetyl-lysine; with virally co-expressed GCN5 acetyltransferase;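 active = every replicate shows inhibition of at least 40%; inconclusive = mean inhibition at least 40% but some replicate below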;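 also: 0% = neutral control wells and 100% = positive control wells; some results beyond the cut were filed as inactive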
# miR122 inh = miR-122 inhibition in Huh7 cells. AID 602342. Huh7 miR-122 Renilla luciferase sensor, 48 h; neutral wells = 0, positive control = 100. 0.3% of 340,000 active. activation (reporter increase), % at 12.5 µM;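 active = mean replicate activation score at least 90 and every replicate individually at or above 90; inconclusive = only one of the two criteria met; inactive = neither criterion met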;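 also: higher luciferase means less miR-122 activity so hits act as miR-122 inhibitors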
# FN deposition inh = fibronectin deposition inhibition | inhibition, % at 12.6 µM | AH1F fibroblasts, Alexa488-fibronectin deposition fluorescence, overnight | 0.086% of 350,000 active;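 active = mean inhibition across replicates of 30% or more, regardless of how many single replicates reach that level; inconclusive = mean under 30% yet at least half of replicates reach 30%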;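 also: positive control wells lacked labelled fibronectin entirely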
#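 Assay system: AH1F fibroblast monolayer, labelled fibronectin deposition. Amount: 10000 cells per well. Also added: labelled fibronectin 24 nM. Compound: single-point pinned compound. Incubation: cell attachment 1 h, compound and FN exposure overnight. Detection: fluorescence after three HBSS washes, excitation 485 nm, emission 525 nm. Read-out: inhibition of fibronectin deposition signal.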
# PAX8 reporter = inhibitors of PAX8 transcriptional activity in RMG-I cells; RMG-I TPO-luciferase reporter, SteadyGlo, 24 h; inhibition, % at 12.6 µM; 1.2% of 360,000 active;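 active = mean replicate inhibition at least 60% with every replicate also reaching 60%; inconclusive = only one of the two criteria is met; inactive = mean below 60% and not all replicates reaching 60%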;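 also: luciferase light reporting Pax8 driven TPO promoter activity; plate controls were median of neutral control wells for no effect and mitoxantrone controls for full effect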
# LGR2 inh = Drosophila LGR2 receptor signaling inhibition | HEK293 LGR2, CRE-luciferase, bursicon-stimulated, 4 h | inhibition, % at 9.99 µM | 0.35% of 380,000 active;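 active = drop in luminescence signal, shown as inhibition above about 50% in the replicate tests, limit read from the data, passing the limit was not always enough; inconclusive = probably only some replicates passing the limit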;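 also: agonist challenge used bursicon conditioned medium at about half maximal strength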
# Numbers without * were called inactive; ? = inconclusive; / = no result given; [ ] = dose if it differs, or a comment.
SMILES,Cneo AK release,Casp6 inh,EWS-Fli inh,PGC1a acetyl inh,miR122 inh,FN deposition inh,PAX8 reporter,LGR2 inh
CCCCCC1CCC(C(=O)O)CC1 (centres undefined),0,/,/,0,-3,6,/,/
CC(C)NC(=O)N(C)C[C@H]1Oc2c(NC(=O)c3nc4ccccc4s3)cccc2C(=O)N([C@@H](C)CO)C[C@@H]1C,-2,0,-4,5,-1[16.7 µM],/,/,12
CS(=O)(=O)N1CCC(NC(=O)Cc2ccccc2)CC1,0,/,/,/,2,9,-4,/
Clc1ccc(-c2cn(-c3nc4ccccc4s3)nn2)cc1,/,0,-58,/,/,4,-110,-58
COc1cccc(C(=O)Nc2ccc3c(c2)OC[C@H](C)NC[C@@H](C)[C@@H](OC)CN(C)C3=O)c1,-2,-2,1,-9,-16[16.7 µM],-10,/,-11
Cc1nc(C)c(C(=O)OCC(=O)Nc2cccc(C)c2C)s1,0,0,0,8,-5,-8,7,4
C[C@H]1CN([C@@H](C)CO)C(=O)Cc2cc(NS(=O)(=O)c3cccs3)ccc2O[C@@H]1CN(C)Cc1ccc(C(=O)O)cc1,-1,-4,-1,8,-4[16.7 µM],/,-2,8
COc1cc(C(=O)NCCOc2ccc(C)c(C)c2)cc(OC)c1OC,2,2,11,-14,-8,4,-3,0
Fc1ccc(-c2nc3ccccc3[nH]2)cc1,/,-2,-68,-15,6,-1,-164,-60
COc1ccc(/C=N/Nc2nc(-c3ccc(C)cc3)c(NC(C)=O)s2)cc1,4,-2,-6,-2,8,2,-18,/
COc1ccc2c(c1)CCCC(Br)C2=O (centres undefined),/,3,4,6,0,-1,/,18
CCOC(=O)CN1C(=O)C(O)(CC(=O)c2cccc(OC)c2)c2ccccc21 (centres undefined),1,/,/,9,-1,-6,-20,/
NC(=O)CCS(=O)(=O)CCN1CCN(S(=O)(=O)c2ccc3c(c2)CCC3)CC1,1,0,1,8,-4,3,-3,13
COC(=O)CN(c1ccc2c(c1)OCO2)S(=O)(=O)c1c(C)[nH]c(=O)[nH]c1=O,-3,2,8,0,2,4,-9,4
C=CCn1cnnc1SCC(=O)N(C)CC1COc2ccccc2O1 (centres undefined),1,-5,-5,-4,-2,-10,7,8
Cc1ccc(-c2cc(O)cc3sc(=O)oc23)cc1C,/,-2,-7,-2,1,-6,10,-16
COc1ccc(NC(=O)[C@@H](NC(N)=O)C(C)C)cc1Cl,/,-1,11,/,/,6,8,/
C=CC[n+]1c(-c2ccc(Cl)cc2Cl)csc1Nc1ccc(NC(C)=O)cc1,/,5,22,-17,-2,-3,14,?
C(=Cc1cnc2ccccc2n1)c1ccc2c(c1)OCO2,-7,-2,88*,-10,-7,-4,97*,99*
C[C@@H]1CCCCO[C@H](CN(C)S(=O)(=O)c2ccc(Cl)cc2)[C@@H](C)CN([C@@H](C)CO)C(=O)c2cc(N(C)C)ccc2O1,/,/,-8,1,-5[16.7 µM],/,26,16
O=C(Cn1c(=O)sc2ccccc21)Nc1ccc(S(=O)(=O)N2CCCC2)cc1,-3,/,/,1,-3,-9,8,/
C[C@H](CO)N1C[C@H](C)[C@@H](CN(C)C(=O)c2cccc(F)c2)Oc2ncc(/C=C/c3ccccc3)cc2C1=O,-4,1,3,-16,-2[16.7 µM],/,10,5
Cc1ccc2nc(-c3ccc(NC(=S)NC(=O)C(C)C)cc3)sc2c1,-2,6,-84,-1,-2,/,/,/
COCCNC(=O)C[C@@H]1C[C@H]2c3cc(NC(=O)C4CCC4)ccc3O[C@H]2[C@H](CO)O1,-15,0,-2,9,2[16.7 µM],/,3,-2
C[C@H]1CN([C@@H](C)CO)C(=O)c2cccc(NS(C)(=O)=O)c2O[C@H]1CN(C)Cc1ccc2c(c1)OCO2,-5,3,/,-3,-5[16.7 µM],/,-18,-2
COc1ccc(N2C(=O)c3n[nH]c(C(C)C)c3C2c2ccccc2)cc1 (centres undefined),/,0,-15,/,/,4,-20,5
Cc1cccc(N2C(=O)C(O)=C(C(=O)c3cccs3)C2c2ccccc2)n1 (centres undefined),/,5,-11,/,/,7,-7,0
C[C@H](O)C#Cc1ccc2c(c1)O[C@@H](CN(C)C(=O)Nc1ccccc1)[C@H](C)CN([C@H](C)CO)S2(=O)=O,0,0,-11,4,5[16.7 µM],-1,15,-5
COc1ccc(OCC(O)CN2CCN(Cc3ccc4c(c3)OCO4)CC2)cc1 (centres undefined),/,0,-18,/,/,-1,-26,7
CC(=O)N[C@H]1CC[C@@H](CC(=O)NCc2ccc(Cl)cc2)O[C@@H]1CO,-1,1,2,2,/,/,4,-10
CCCCn1c(N)c(N(CCC(C)C)C(=O)CSc2nc3ccccc3s2)c(=O)[nH]c1=O,0,0,11,5,-4,10,20,3
C=CCC1(CC=C)CCCN1C(=O)CC1C(=O)NCCN1Cc1cc(OC)cc(OC)c1 (centres undefined),/,1,10,/,/,-2,6,/
C/C=C/c1ccc([C@H]2[C@@H](CO)N3C(=O)CN(C(=O)Nc4ccc(F)cc4)C[C@@H]23)cc1,/,/,1,0,/,-9,9,8
Cc1ccc2[nH]c(=O)c3cc(C(=O)N(CCCOC(C)C)Cc4ccco4)sc3c2c1,0,-3,19,-23,-7,-11,55,6
N#CCCN(C(=O)CSc1ccc2c(c1)OCCO2)c1ccc(F)cc1,0,/,/,-12,6,/,/,10
CC(=O)N1[C@H](CO)[C@H](c2ccc(-c3ccc(F)cc3)cc2)[C@H]1CNC(=O)C1CC1,-1,/,-6,9,-14[16.7 µM],-9,5,0
C=CCN1[C@H](COCc2ccccc2)C=CS1(=O)=O,-4,0,-6,-8,5,-3,10,-10
CCCN1CCN(CCCNC(=O)c2ccc(CS(=O)c3ccc(OC)cc3)o2)CC1 (centres undefined),14,-31,/,-35,-2,1,-22,1
O=C(NCc1ccco1)c1cc(=O)c2ccccc2o1,/,0,2,/,/,1,4,-9
O=C(NC1(C(=O)O)CCCC1)C(Cl)Cl,0,-1,1,3,-5,0,0,-2
O=C(COC(=O)CNC(=O)C1CCCCC1)Nc1ccc(Cl)cc1F,/,-1,-3,3,/,/,6,1
Nc1ccc(-c2nc3nc(N)nc(N)c3nc2-c2ccc(N)cc2)cc1,-4,0,9,/,5,-21,5,1
CCc1nnc(NC(=O)c2nc(S(=O)(=O)Cc3ccccc3)ncc2Cl)s1,2,6,/,/,-22,8,24,3
COC(=O)C1(C(=O)OC)C[C@H](/C=C/c2ccccc2)N(Cc2ccccc2OC)[C@@H]1c1ccc(F)cc1,/,-5,-2,/,/,12,7,16
CCc1ccccc1NC(=S)N1N=CCC1c1ccccc1 (centres undefined),1,2,-16,-3,7,-3,-82,/
Cc1noc(C)c1S(=O)(=O)Nc1ccc2c(c1)C(=O)N([C@@H](C)CO)C[C@H](C)[C@H](CN(C)Cc1ccc3c(c1)OCO3)OCCCC[C@H](C)O2,3,1,-4,25,3[16.7 µM],/,-22,0
COCc1cccc(C2=CC(=O)C[C@H](c3ccc(F)cc3)C2)c1,-7,6,-5,2,23,1,8,3
C[C@@H]1CCCCO[C@@H](CN(C)C(=O)C2CCCCC2)[C@H](C)CN([C@@H](C)CO)C(=O)c2cc(NC(=O)c3ccccc3)ccc2O1,43,-4,1,0,-7[16.7 µM],/,/,2
CC(C)(O)C#Cc1ccc([C@H]2[C@@H](CO)N3CCCCN(S(C)(=O)=O)C[C@H]23)cc1,1,/,-1,-4,9[16.7 µM],-1,18,1
Cc1cccc(NC(=O)c2sc(-c3ccccc3)nc2-c2ccc([N+](=O)[O-])cc2)c1,/,-2,5,/,/,-3,4,14
C[C@H]1CCCCO[C@@H](CN(C)C(=O)Cc2ccccc2)[C@@H](C)CN([C@@H](C)CO)C(=O)c2cc(NS(=O)(=O)c3cccs3)ccc2O1,1,1,-9,4,-2[16.7 µM],/,9,7
COc1ccccc1C(=O)N1CCC(C(=O)c2ccc(F)cc2)CC1,-1,/,/,18,-5,2,/,6
CN(CC(=O)Nc1ccc(F)cc1)C(=O)c1cn(-c2ccccc2)nc1-c1cccs1,-2,3,-11,6,1,-1,5,9
O=C(N/N=C/c1ccc([N+](=O)[O-])cc1)C(=O)N1CCCC1,/,-1,-7,-17,/,4,-21,-4
Cc1nc(SCC(=O)Nc2c(C)n(C)n(-c3ccccc3)c2=O)n[nH]1,0,/,/,-2,3,-6,-7,/
CC1CCN(C(=O)CNC(=O)c2ccc(Cl)cc2Cl)CC1,1,/,/,-10,2,-4,-64,/
CCOC(=O)c1cnc2ccc(F)cc2c1Nc1ccc2c(c1)OCCO2,/,3,12,/,/,2,1,20
CN(C)S(=O)(=O)c1ccc(N2CCCC2)c(C(=O)N2CCN(S(=O)(=O)c3ccc(F)c(F)c3)CC2)c1,0,1,9,/,/,/,7,7

# Limited to PAX8 reporter, LGR2 inh and EWS-Fli inh, for 3 of the compounds above:
compound,PAX8 reporter,LGR2 inh,EWS-Fli inh
COc1ccccc1C(=O)N1CCC(C(=O)c2ccc(F)cc2)CC1,/,6,/
O=C(N/N=C/c1ccc([N+](=O)[O-])cc1)C(=O)N1CCCC1,-21,-4,-7
CN(CC(=O)Nc1ccc(F)cc1)C(=O)c1cn(-c2ccccc2)nc1-c1cccs1,5,9,-11

# Grouped by structure: those above containing two or more sulfur atoms (eight)
SMILES,Cneo AK release,Casp6 inh,EWS-Fli inh,PGC1a acetyl inh,miR122 inh,FN deposition inh,PAX8 reporter,LGR2 inh
C[C@H]1CN([C@@H](C)CO)C(=O)Cc2cc(NS(=O)(=O)c3cccs3)ccc2O[C@@H]1CN(C)Cc1ccc(C(=O)O)cc1,-1,-4,-1,8,-4[16.7 µM],/,-2,8
NC(=O)CCS(=O)(=O)CCN1CCN(S(=O)(=O)c2ccc3c(c2)CCC3)CC1,1,0,1,8,-4,3,-3,13
O=C(Cn1c(=O)sc2ccccc21)Nc1ccc(S(=O)(=O)N2CCCC2)cc1,-3,/,/,1,-3,-9,8,/
Cc1ccc2nc(-c3ccc(NC(=S)NC(=O)C(C)C)cc3)sc2c1,-2,6,-84,-1,-2,/,/,/
CCCCn1c(N)c(N(CCC(C)C)C(=O)CSc2nc3ccccc3s2)c(=O)[nH]c1=O,0,0,11,5,-4,10,20,3
CCc1nnc(NC(=O)c2nc(S(=O)(=O)Cc3ccccc3)ncc2Cl)s1,2,6,/,/,-22,8,24,3
C[C@H]1CCCCO[C@@H](CN(C)C(=O)Cc2ccccc2)[C@@H](C)CN([C@@H](C)CO)C(=O)c2cc(NS(=O)(=O)c3cccs3)ccc2O1,1,1,-9,4,-2[16.7 µM],/,9,7
CN(C)S(=O)(=O)c1ccc(N2CCCC2)c(C(=O)N2CCN(S(=O)(=O)c3ccc(F)c(F)c3)CC2)c1,0,1,9,/,/,/,7,7
